Screens as filed in PubChem BioAssay.
Vif-APOBEC3G blk: qHTS for Inhibitors of Vif-A3G Interactions: qHTS. HeLa A3G-eYFP + Vif (tagged APOBEC3G with the HIV-1 protein that degrades it), YFP fluorescence, overnight. Potency, µM (top dose mostly 46.1 µM), without a hit: top-dose activity, negative = active, hits mostly inhibitors. 0.076% of 410,000 active. AID 602310, 2012;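 also: potency is read from the fitted curve at half-maximal effect; % is scaled to controls: 0 for no effect and ±100 for the full control effect; nearly all actives have a fitted effect of over 60% in size; hits raise eYFP signal because A3G escapes Vif-driven loss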
Target sequence (Q9HC16 whole entry, looked up): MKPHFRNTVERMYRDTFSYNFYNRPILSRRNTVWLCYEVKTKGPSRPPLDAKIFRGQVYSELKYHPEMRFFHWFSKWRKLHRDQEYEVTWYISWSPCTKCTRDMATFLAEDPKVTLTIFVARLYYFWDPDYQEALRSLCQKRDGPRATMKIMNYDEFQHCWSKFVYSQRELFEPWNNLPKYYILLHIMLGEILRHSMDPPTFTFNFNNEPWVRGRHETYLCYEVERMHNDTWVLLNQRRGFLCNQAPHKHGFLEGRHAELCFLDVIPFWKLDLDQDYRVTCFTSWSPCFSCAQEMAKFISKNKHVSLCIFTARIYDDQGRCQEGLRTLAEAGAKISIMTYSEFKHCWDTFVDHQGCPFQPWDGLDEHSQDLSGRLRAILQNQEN
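Read-out is eYFP fluorescence (Ex 488/Em 500-530) from Vif-expressing HeLa A3G-eYFP cells; more signal means A3G escaped Vif-mediated degradation. Cells plated overnight, compound pinned in, incubated overnight at 37 deg C.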
Vif-A3F inh: qHTS for Inhibitors of Vif-A3F Interactions: qHTS; Potency, µM (doses to about 46.1 µM), for the others: at the highest dose activity, negative = active; HeLa A3F-eYFP + Vif (tagged APOBEC3F with the HIV-1 protein that degrades it), YFP fluorescence increase; 0.2% of 390,000 active; also: potency is read from the fitted curve at half-maximal effect; % of control where 0% means no effect; nearly all actives have a fitted effect of over 65% in size
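Fluorescence increase (Ex 488/Em 500-530) after overnight compound treatment at 37 deg C flags inhibition of Vif-driven A3F-eYFP loss in stable HeLa A3F-eYFP/Vif cells seeded overnight beforehand.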
IDH1 R132H inh: qHTS for Inhibitors of mutant isocitrate dehydrogenase 1 (IDH1): qHTS | 0.093% of 390,000 active | Isocitrate dehydrogenase [NADP] cytoplasmic (Homo sapiens), O75874 | IDH1-R132H enzyme, NADPH consumption, diaphorase/resazurin fluorescence | Potency, µM (titrated, usually from 76.6 µM), for inactives: top-dose activity change, negative = inhibition, usual class: inhibitors; also: potency is read from the fitted curve at half-maximal effect; % is scaled to controls: 0 for no effect and ±100 for the full control effect; nearly all actives have a fitted effect of over 65% in size
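IDH1-R132H (0.5 ug/mL dispensed) in pH 7.5 Tris buffer was preincubated 30 min with compound, then given a substrate mix of 0.016 mM NADPH and 2 mM alpha-KG for 80 min at room temperature; remaining NADPH was read by diaphorase/resazurin fluorescence.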
LDHA block: qHTS assay for inhibitors of human lactate dehydrogenase. L-lactate dehydrogenase A chain (Homo sapiens), P00338. purified LDHA, NADH/diaphorase-resazurin fluorescence; stronger effect = lower value. activity change, % (values are at about 110 or 230 µM). 0.15% of 480,000 active. AID 1347041, 2019; in the data active = activity change below about -30%; inconclusive = mostly about -25% to -30%;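 also: plate controls were DMSO wells for no effect and wells without enzyme for full effect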
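Human LDH5 (2 nM) was incubated with 0.06 mM NADH and 0.2 mM pyruvate for 5 min at room temperature in Tris pH 7.4. Remaining NADH was coupled through diaphorase/resazurin, and resorufin fluorescence was read at 0 and 20 min.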
Glioma ERSR ind: qHTS for Inducers of the Endoplasmic Reticulum Stress Response (ERSR) in Human Glioma: qHTS; AID 602332, 2012; Potency, µM, inactives show at the top dose activation, usual class: activators; 0.02% of 420,000 active; U87-MG GRP78 promoter luciferase reporter, 16 h; also: potency is read from the fitted curve at half-maximal effect; series mostly up to about 76 µM; % of control where 0% means no effect; nearly all actives have a fitted effect of over 35% in size
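Stably transfected U87-MG glioma cells carrying a GRP78-based luciferase sensor; 16 h compound incubation. Luminescence end-point read 10 min after Bright-Glo addition at room temperature.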
TrxR1 substrate: qHTS Assay for Substrates of Mammalian Selenoprotein Thioredoxin Reductase 1 (TrxR1): qHTS; Potency, µM (highest dose often 114 µM), for inactives: at the top dose activity change, negative = substrate turnover; Thioredoxin reductase 1, cytoplasmic (Rattus norvegicus), O89049; purified TrxR1 substrate turnover, NADPH consumption readout; 0.01% of 390,000 active; also: potency is read from the fitted curve at half-maximal effect; % is scaled to controls: 0 for no effect and ±100 for the full control effect; nearly all actives have a fitted effect of over 50% in size
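Rat TrxR1, dispensed at 90 nM, was prereduced with 400 uM NADPH (final) for 5 min at ~22 deg C, then incubated with compound 15 min before 400 uM selenite. A first-read NADPH fluorescence drop versus no-compound background flagged substrates.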
USP1-UAF1 inh: Inhibitors of USP1/UAF1: Primary Screen; Ubiquitin carboxyl-terminal hydrolase 1 (Homo sapiens), O94782; 0.23% of 390,000 active; Potency, µM (highest dose often 57.1 µM), inactives show top-dose activity change, negative = inhibition, actives largely listed as inhibitors; recombinant USP1/UAF1, Ub-Rhodamine cleavage fluorescence; also: potency is read from the fitted curve at half-maximal effect; % is scaled to controls: 0 for no effect and ±100 for the full control effect; nearly all actives have a fitted effect of over 60% in size; inactives centre near -12
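In this screen, compounds sit with the deubiquitinase complex (1nM) for 15 min at room temperature before Ub-Rho is added at 150nM final. Fluorescence rise is then followed for 6 reads every 60 seconds.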
PI4K2A block: qHTS for small molecular inhibitors of PI4K2A. purified PI4K2A, ADP-Glo luminescence, 1 h; stronger effect = lower value. activity change, negative = inhibition, % at 76.9 µM. 0.13% of 420,000 active; in the data active = activity change below about -50%; inconclusive = mostly about -30% to -49%;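 also: -100% = wells without enzyme as full effect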
Target sequence (Q9BTU6 whole entry, looked up): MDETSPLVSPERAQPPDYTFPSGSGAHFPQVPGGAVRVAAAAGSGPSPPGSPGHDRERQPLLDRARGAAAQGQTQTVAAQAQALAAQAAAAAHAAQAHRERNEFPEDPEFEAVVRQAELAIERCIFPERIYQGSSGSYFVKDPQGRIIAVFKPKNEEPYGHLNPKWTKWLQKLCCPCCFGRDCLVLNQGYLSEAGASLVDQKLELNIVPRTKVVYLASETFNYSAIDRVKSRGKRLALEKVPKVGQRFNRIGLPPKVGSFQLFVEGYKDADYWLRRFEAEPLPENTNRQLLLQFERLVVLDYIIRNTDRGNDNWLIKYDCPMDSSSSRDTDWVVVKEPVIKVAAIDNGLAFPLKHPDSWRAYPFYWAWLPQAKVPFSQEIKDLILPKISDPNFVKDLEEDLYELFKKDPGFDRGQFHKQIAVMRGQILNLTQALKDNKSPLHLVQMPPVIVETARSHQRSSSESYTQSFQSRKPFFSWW
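Compounds are screened against recombinant PI4K2A using PI as substrate and ATP, the latter dispensed at 300 microM. Reactions run one hour at ambient temperature before ADP-Glo detection; full inhibition defined by wells lacking enzyme.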
RXFP1 ag: qHTS Assay for Agonists of the Relaxin Receptor RXFP1; Relaxin receptor 1 (Homo sapiens), Q9HBX9; HEK293T-RXFP1 cAMP TR-FRET, 30 min; response scale: percent of porcine relaxin response, buffer zero; Potency, µM (top dose mostly 57.5 µM), without a hit: top-dose activation, usual class: activators; 0.3% of 370,000 active; also: potency is read from the fitted curve at half-maximal effect; % is scaled to controls: 0 for no effect and ±100 for the full control effect; nearly all actives have a fitted effect of over 60% in size; many of its hits are not listed in these tables
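cAMP rise read by TR-FRET after 30 min, 37C compound exposure (up to 58 uM) in RXFP1-transfected HEK293 cells with Ro 20174 present. EC50 from Hill-equation fits, with 29 nM porcine relaxin as 100% and buffer as basal.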
An asterisk follows results filed as active; ? = inconclusive; / = no result given; & = joins results of further samples; [ ] = another dose, or the depositor's remark. Unless noted, calls follow the shape of the dose curve; as a rule, active = well fitted curve in the direction sought with a large enough effect; inconclusive = small, poorly fitted or top-dose-only effect, or another doubt; inactive = no such curve, though single readings can be large; an effect the other way counts as inactive or inconclusive. Not all compounds are listed (hit frequency here may not be typical).

SMILES	Vif-APOBEC3G blk	Vif-A3F inh	IDH1 R132H inh	LDHA block	Glioma ERSR ind	TrxR1 substrate	USP1-UAF1 inh	PI4K2A block	RXFP1 ag
NC(=O)C1CCN(C(=O)c2ccc3c(c2)N(Cc2cccc(Cl)c2)C(=O)c2ccccc2S3=O)CC1 (stereo not drawn)	1%	-3%	0%	-6	-1%	-3%[57.1 µM]	-11%	-12	-0.5%
COc1ccccc1NC(=O)c1nnn(Cc2ccccc2)c1NC(=O)C(F)(F)F	-10%	5%	5%	-3	-2%	-14%	-16%	4	1.0%
Cc1cc(C)c(NC(=O)CNC(=O)CSc2nnc(N)s2)c(C)c1	-1%	7%	16%	-8	-6%	-2%[57.1 µM]	-7%	1	-0.2%
O=C(CN1C(=O)COc2ccc(S(=O)(=O)N3CCCC3)cc21)N1CCN(c2ccc(Cl)cc2)CC1	?	-12%	5%	-1	-5%	-3%	-29%	-6	3.7%
CCOC(=O)C1CCN(C(=O)c2nn(-c3ccc(OC)c(Cl)c3)c(=O)c3c2c2ccccc2n3C)CC1	-2%	-1%	2%	-1	0%	28%	-23%	2	8.2%
CCN1C(=NCc2cccc(Cl)c2)N[C@@H](c2cccc(F)c2)C(C(=O)OC)=C1C	9%	-1%	-9%	-2	-4%	9%[57.1 µM]	?	-2	2.0%&-0.6%
FC(F)(F)c1nnc2ccc(N3CCCCCC3)nn12	-1%	3%	2%	-1	-7%	5%[57.1 µM]	-15%	1	2.3%
CCC(C)N(C(=O)COc1ccccc1C(=O)NCc1ccccc1)C1CCS(=O)(=O)C1 (stereo not drawn)	-1%	8%	5%	0	-2%	-4%	-9%	0	-1.1%
CC1CCN(c2c(NCC3CCC(C(=O)N4CCCC(C)C4)CC3)c(=O)c2=O)CC1 (stereo not drawn)	-1%	0%	10%	-5	-2%	1%	-24%	-3	0.2%
CCOC(=O)Nc1ccc2c(c1)N(C(=O)CN(CC)CC)c1ccccc1CC2	1%	-13%	0%	-6	-2%	10%	-2%	5	0.0%
Cc1ccc(CNC(=O)CCc2nnc(Cc3ccc(-c4ccccc4)cc3)o2)o1	1%	12%	-11%	-5	-3%	3%	-7%	-3	1.3%
COc1ccccc1C(=O)NC(=O)COC(=O)Cn1cnc2c1c(=O)n(C)c(=O)n2C	-3%	4%	-13%	-5	-2%	2%[57.1 µM]	-11%	3	23%
O=C(CN(CC1CCCO1)C(=O)CNS(=O)(=O)c1ccc(Cl)cc1)NCc1ccco1 (stereo not drawn)	0%	15%	7%	-7	-1%	3%[57.1 µM]	7%	0	-1.9%
FC(F)(F)c1ccccc1/C=N/N1CCN(Cc2ccccc2)CC1	0%	-19%	6%	0	-5%	-1%	-22%	-1	1.8%
CCc1c(C)sc(NC(=O)Cn2nc(C(F)(F)F)c3c2CCCC3)c1C#N	-1%	-2%	-3%	0	1%	-1%	-4%	-11	0.4%
Cc1cccc(-c2noc(CCCC(=O)NC3CCCC3)n2)c1	6%	-3%	4%	4	-2%	7%	-10%	3	-3.2%
CCN(CC)S(=O)(=O)c1ccc(C(=O)Oc2ccc3c(c2)OCO3)cc1	2%	-2%	0%	1	-4%	11%[57.1 µM]	-8%	1	-0.5%
Cc1nc(C(F)(F)F)ccc1C(=O)N1CCC1(C)C(=O)NS(=O)(=O)c1cccc(F)c1 (stereo not drawn)	4%	/	/	1	-2%	/	/	-1	/
Cc1cc(=O)oc2cc(OCC(=O)Nc3ccc(N4CCC(C)CC4)cc3)ccc12	0%	-2%	-1%	0	3%	-7%[57.1 µM]	-15%	-3	2.1%
Cc1onc(-c2ccccc2)c1C(=O)NC(=S)NNC(=O)c1ccncc1	-6%	6%	7%	-3	-1%	-12%	-13%	-2	-1.3%
COc1ccc(S(=O)(=O)Nc2ccccc2OC)cc1C	-2%	-4%	2%	-4	-5%	6%	?	-1	0.2%
Cc1cccc(C)c1NC(=O)NC1(C(=O)N2CCCCC2)CCCCC1	0%	-9%	-6%	0	-3%	6%[57.1 µM]	-17%	-1	0.4%
Cc1ccc(CC(=O)NCCc2ccc(S(N)(=O)=O)cc2)cc1	2%	-11%	0%	-11	-4%	-3%	2%	1	1.0%
CC(C(=O)N1CCCc2c1c(=O)oc1ccc(O)cc21)N1CCc2ccccc2C1 (stereo not drawn)	-7%	4%	9%	6	-1%	-13%[57.1 µM]	-27%	-5	-1.7%
O=C(COc1ccccc1)Nc1c2c(nn1-c1ccc(F)cc1)CS(=O)C2 (stereo not drawn)	0%	-8%	2%	-7	-4%	/	0%	-3	/
CC1(C)C(=O)C=CC(=O)C(C)(C)C(=O)C=CC(=O)C(C)(C)C2=CC=C(O2)C(C)(C)C(=O)C=CC1=O	0%	-14%	3%	23	9%	-8%	-23%	1	/
Cc1cc(C)c2oc(-c3cccc(NC(=O)COc4ccc(Cl)cc4C)c3C)nc2c1	-3%	/	/	-6	-1%	4%	/	/	/
Cc1cc2cc(CNC(=S)NC3CCCCC3)ccc2n1C	4%	2%	3%	-10	-1%	-1%	0%	2	0.4%
CN(C)C=NC(=O)c1ccc([N+](=O)[O-])c(CS(=O)(=O)c2ccc(Cl)cc2)c1	-8%	-3%	1%	-3	-3%	-4%[57.1 µM]	-10%	-8	-0.5%
O=C(CCC1CCCN(C(=O)c2ccncc2)C1)NCc1ccc(F)c(F)c1 (stereo not drawn)	-11%	?	3%	-3	3%	-19%[57.1 µM]	-12%	3	1.3%
O=C(N/N=C/c1ccsc1)c1c[nH]c2ccccc12	0%	6%	-11%	-1	3%	0%	-12%	-12	-2.9%
CN(C(=O)CC1C(=O)NCCN1Cc1c(F)cccc1Cl)C1CCOCC1 (stereo not drawn)	2%	-15%	10%	4	-3%	30%	-25%	-18	0.1%
COc1ccc(-c2nc(SCc3ccc(C#N)cc3)[nH]c(=O)c2C#N)cc1	-3%	-1%	-3%	-1	-3%	2%	-24%	-3	0.7%
Cc1c2cnn(CC(=O)Nc3cccc(C(F)(F)F)c3)c(=O)c2c(C)n1Cc1ccccc1Cl	2%	3%	-2%	-6	-2%	0%	-11%	-24	4.6%
CN1C[C@@H]2C[C@@H](c3ccc(C#CC(C)(C)O)s3)N3CCC[C@@]23C1=O	-5%	-10%	-7%	-1	-1%	0%	-13%	-3	-3.8%
O=C(COC(=O)c1cccc2ccccc12)NCCCc1ccccc1	0%&-1%	4%	1%	4&-5	-3%&-2%	15%&11%	-14%	-1	1.8%
CCc1ccc([C@H]2[C@@H]3C(=O)C[C@@H]4C(=O)N(C5CCCCC5)C(=O)[C@@H]4[C@@H]3CN2S(=O)(=O)c2ccc(C)cc2)cc1	4%	/	/	-5	-6%	/	/	1	/
O=C(COc1ccc2ccccc2c1)Nc1ccccc1C(=O)O	-10%	-4%	6%	-4	0%	-5%	-27%	-3	3.5%
COc1ccccc1NC(=O)c1ccc(NC(=O)COC(=O)CCC2CCCC2)cc1	-5%	0%	2%	0	-3%	1%	-23%	-4	0.6%
CC(C)NC(=O)c1c(CSc2ccccc2)noc1C(=O)NCc1ccccc1	2%	-1%	6%	0	-5%	4%[57.1 µM]	-16%	-2	-0.6%
Cc1cc(N2CCCCCC2)nc2ccc(F)cc12	-1%	-18%	2%	3	-2%	39%[activator]	-12%	12	/
Cc1cc(=O)oc2cc(NC(=O)c3cccc(F)c3)ccc12	0%	-12%	1%	-1	8%	5%	-6%	-21	7.5%
CC(C)(C)C(=O)Nc1ccc(S(=O)(=O)c2ccc(NC(=O)C(C)(C)C)cc2)cc1	-3%	-4%	-7%	-1	-3%	-1%	-17%	-3	-0.4%
CC(C)(C)n1cn[nH]c1=S	-3%	-3%	11%	-2	-2%	6%	-24%	4	6.3%
CCN(CC)S(=O)(=O)c1cccc(NC(=O)COc2ccc(C#N)cc2OC)c1	0%	-12%	7%	-5	-4%	-26%[57.1 µM]	-15%	2	6.2%
Cc1ccc2oc(=O)n(CCCOc3ccccc3)c2c1	-5%	0%	8%	-3	-2%	2%	-17%	-3	-0.8%
C=CCNC(=O)/C=C/c1cccs1	-2%	6%	12%	-5	-1%	-8%	-8%	-1	2.5%
COc1ccc(C(CNC(=O)COc2cccc(C)c2)N2CCCC2)cc1 (stereo not drawn)	0%	1%	-6%	-4	-4%	9%	-14%	-1	0.1%
O=C(NCCNCCO)c1c(O)c2cccc3c2n(c1=O)CCC3	2%	-5%	-3%	3	-6%	13%	-5%	4	2.8%
